Compound activity from PubChem.
ERp5 block = blocks human ERp5 reductase activity on insulin. Q15084. ERp5 insulin aggregation, absorbance 650 nm, 90 min. inhibition, % at 9.99 µM. 0.05% of 350,000 active;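 active = mean replicate inhibition above about 25%, with every replicate also reaching it, limit read from the data, passing the limit was not always enough; inconclusive = only one of those two criteria met; inactive = neither criterion met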
Target sequence (Q15084 whole entry, looked up): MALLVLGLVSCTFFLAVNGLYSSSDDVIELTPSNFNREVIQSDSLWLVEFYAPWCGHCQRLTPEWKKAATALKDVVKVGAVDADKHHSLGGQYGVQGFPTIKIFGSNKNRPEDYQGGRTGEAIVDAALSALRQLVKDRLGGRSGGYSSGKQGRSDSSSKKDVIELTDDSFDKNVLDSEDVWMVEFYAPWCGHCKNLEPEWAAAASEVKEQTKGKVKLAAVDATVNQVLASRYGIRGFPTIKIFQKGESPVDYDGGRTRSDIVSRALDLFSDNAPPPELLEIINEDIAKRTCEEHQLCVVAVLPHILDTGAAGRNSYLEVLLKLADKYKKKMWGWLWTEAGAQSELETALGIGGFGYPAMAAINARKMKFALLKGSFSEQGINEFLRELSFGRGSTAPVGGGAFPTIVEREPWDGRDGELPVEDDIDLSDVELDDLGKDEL
C2C12 statin = suppressors of simvastatin-induced myotoxicity in C2C12 myotubes | ATP luminescence, 48 h; scaled: DMSO 0, geranylgeraniol control 100 | rescue of ATP level, % at 7.49 µM | 0.78% of 330,000 active | AID 602340;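 active = mean ATP rescue above about 67%, or every replicate alone reaching that limit, limit read from the data, passing the limit was not always enough; inconclusive = no clear call, values can overlap the other calls; inactive = mean under the limit and some replicate under it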;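 also: myotubes were challenged with 10 µM simvastatin during compound exposure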
E-selectin induc = E-selectin induction on HUVECs | 0.37% of 260,000 active | activation, % at 7.58 µM | HUVEC E-selectin immunofluorescence imaging; normalized: neutral wells 0, TNF-alpha wells 100;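 active = mean E-selectin-positive cell signal at least 10% of the positive control, reached in at least 60% of replicates, without over 20% cell loss; inconclusive = no rule given, readout overlaps actives, possibly toxicity-flagged; inactive = the rest, including those meeting only one limit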;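 also: in these data hits start at about 27%; measured in HUVEC primary endothelial cells; signal is the percent of cells scored E-selectin positive by PE staining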
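Assay system: HUVEC, human umbilical vein endothelial cells / Amount: 3,000 HUVEC/well / Controls: TNF-alpha positive control, DMSO neutral control / Compound dosing: single concentration / Medium: EGM-2 over gelatin coat / Evaluation: percent E-selectin-positive cells / Signal: immunofluorescence imaging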
S100A4 inh HTS = inhibitors of human S100A4 binding to myosin IIA peptide; S100A4/TAMRA-MyoIIA peptide fluorescence polarization; inhibition, % at 10.7 µM; 0.14% of 360,000 active; AID 652163;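 active = mean inhibition of at least 70% across replicates, with every replicate also reaching that level; inconclusive = mean inhibition reaches 70% but some replicates fall short; inactive = mean inhibition below 70%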
Target sequence (P26447 whole entry, looked up): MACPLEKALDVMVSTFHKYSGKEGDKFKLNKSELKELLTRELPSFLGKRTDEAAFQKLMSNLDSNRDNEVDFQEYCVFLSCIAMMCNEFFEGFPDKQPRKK
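incubation = readout 5 min after mixing, signal stable up to 60 min | system = S100A4 monomer protein | buffer or medium = HEPES pH 7.2 with CaCl2, KCl, NaCl, DTT, Triton | benchmarks = neutral control DMSO, positive control TFP | also added = fluorescent myosin IIA peptide, 5 nM | compound dosing = one concentration per compound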
DENV2 CPE rescue = DENV2-induced cell death inhibition; CPE inhibition, % at 9.99 µM; DENV2-infected cells, cytopathic effect rescue, plate reader; 1.7% of 350,000 active; AID 651640; in the data active = CPE inhibition above about 20%, passing the limit was not always enough; inconclusive = no clear call, values can overlap the other calls; tested in BHK-21 cells;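 also: 0% = median of neutral control wells and 100% = median of positive control wells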
PglD inh = PglD (C. jejuni) enzyme inhibition; 0.098% of 360,000 active; purified PglD enzyme, DTNB colorimetric CoA detection; inhibition, % at 12.5 µM; in the data active = inhibition above about 16%, passing the limit was not always enough; inconclusive = no clear call, values can overlap the other calls; also: strong numbers were not always called active
SIRT5 inh = inhibitors of human sirtuin-5 desuccinylase; Purified SirT5, succinyl-peptide AMC, trypsin-coupled fluorescence; inhibition, % at 15 µM; 1.1% of 330,000 active; AID 652115; in the data active = inhibition above about 15%; inconclusive = no clear call, values can overlap the other calls
Target sequence (Q9NXA8 whole entry, looked up): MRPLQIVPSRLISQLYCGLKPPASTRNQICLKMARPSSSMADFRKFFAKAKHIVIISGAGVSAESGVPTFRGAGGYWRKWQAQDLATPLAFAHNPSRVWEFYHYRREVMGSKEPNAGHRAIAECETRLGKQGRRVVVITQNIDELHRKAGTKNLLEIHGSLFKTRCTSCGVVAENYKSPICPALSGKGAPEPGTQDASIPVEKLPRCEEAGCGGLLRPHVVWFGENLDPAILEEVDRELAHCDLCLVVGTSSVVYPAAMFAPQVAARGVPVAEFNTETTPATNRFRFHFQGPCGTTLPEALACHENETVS
Starred values were filed as active, the others as inactive; ? = inconclusive; . = not tested or not shown.

SMILES | ERp5 block | C2C12 statin | E-selectin induc | S100A4 inh HTS | DENV2 CPE rescue | PglD inh | SIRT5 inh
CC(C)(C)c1ccc(CC(=O)N2CCC2(C)C(=O)NS(=O)(=O)c2cccc(Cl)c2)cc1 (stereo not drawn) | -4 | 4 | 0.1 | 3 | 13 | -2 | -5
CCOc1ccc(C2c3c(oc4cc(C)c(C)cc4c3=O)C(=O)N2CCCN2CCOCC2)cc1 (stereo not drawn) | 2 | -3 | 0.1 | -7 | -1 | -3 | .
CCC(=O)Nc1ccc(C(=O)NNC(=O)Cc2ccccc2)cc1 | 3 | . | 0.1 | -2 | -2 | . | 3
O=C(CNC(=O)c1ccc(F)cc1)N/N=C/c1cn[nH]c1-c1ccccc1 | -8 | . | . | 2 | . | . | -1
CCCN1CN=C(Nc2nc3ccccc3o2)NC1 | 3 | . | -0.1 | -5 | -3 | -6 | -2
O=C(Nc1ccccc1N1CCN(c2ccccc2)CC1)C1CCCCC1 | 8 | 22 | . | -3 | -5 | 1 | -2
O=C(Nc1ccccc1Cl)N1C[C@H]2[C@@H](c3ccccc31)[C@H](CO)N2C(=O)c1cccnc1 | -3 | -2 | 0.1 | 4 | -1 | 1 | 3
O=C(Nc1ccc(S(=O)(=O)N2CCCCC2)cc1)C1CC(=O)N(c2ccc(F)cc2)C1 (stereo not drawn) | 0 | -13 | -0.1 | -7 | -3 | -8 | -1
CCCNC(=O)C[C@H]1CC[C@@H]2[C@H](COC[C@@H](O)CN2C(=O)Nc2cccc(Cl)c2)O1 | -10 | -12 | -0.1 | -8 | 2 | 7 | 1
O=C(NCc1ccc(OC(F)(F)F)cc1)C12CN(Cc3ccccc3)CC1C(c1cccc([N+](=O)[O-])c1)=NO2 (stereo not drawn) | 1 | 1 | 0.3 | 2 | 13 | -2 | .
O=C(NC(=S)Nc1ccc(CN2CCOCC2)cc1)c1ccc([N+](=O)[O-])cc1 | 7 | . | 0.1 | 13 | . | 1 | -5
CNc1c([N+](=O)[O-])cnn1-c1cccc(Cl)n1 | -4 | . | . | 2 | . | . | 1
CCCNC(=O)N(C)C[C@@H]1Oc2ncc(C#C[C@@H](C)O)cc2C(=O)N([C@@H](C)CO)C[C@H]1C | -3 | . | 0.4 | 3 | -5 | 3 | 0
CCOc1ccc(NC(=O)CSc2nnc(Cc3ccccc3)c(=O)n2N)cc1 | 4 | 8 | . | -4 | -7 | 1 | -2
COc1cc(C2NC(=S)NC(c3ccccc3)=C2C(C)=O)cc(Br)c1OCC(N)=O (stereo not drawn) | 1 | . | -0.1 | -5 | -2 | . | 2
COc1cccc(CNC(=O)CCNS(=O)(=O)c2cccc3nsnc23)c1 | -2 | . | -0.2 | -1 | 5 | . | -6
CN(C)/C=C1\C(=O)N(c2ccc(Cl)c(Cl)c2)CS1(=O)=O | 2 | . | . | -11 | . | . | 1
CSc1nc2cc(C)nn2c(-c2ccc(C(C)(C)C)cc2)c1C#N | 1 | -8 | -0.2 | -7 | 2 | 4 | -2
COc1ccc(C(=O)NCCn2ccc3ccccc32)c(OC)c1 | -1 | 33 | . | -4 | 3 | 0 | -2
O=C(O)CSc1cc(C(=O)c2cc(F)ccc2O)cn2c(=O)c3c(-c4ccccc4)csc3nc12 | 7 | -4 | . | 3 | -7 | -2 | 9

The closing 4 compounds of the section above open the next one.
SMILES | ERp5 block | C2C12 statin | E-selectin induc | S100A4 inh HTS | DENV2 CPE rescue | PglD inh | SIRT5 inh
CN(C)/C=C1\C(=O)N(c2ccc(Cl)c(Cl)c2)CS1(=O)=O | 2 | . | . | -11 | . | . | 1
CSc1nc2cc(C)nn2c(-c2ccc(C(C)(C)C)cc2)c1C#N | 1 | -8 | -0.2 | -7 | 2 | 4 | -2
COc1ccc(C(=O)NCCn2ccc3ccccc32)c(OC)c1 | -1 | 33 | . | -4 | 3 | 0 | -2
O=C(O)CSc1cc(C(=O)c2cc(F)ccc2O)cn2c(=O)c3c(-c4ccccc4)csc3nc12 | 7 | -4 | . | 3 | -7 | -2 | 9
CC(=O)c1ccc(NC(=O)COC(=O)C2C3CC4OC(=O)C2C4C3)cc1 (stereo not drawn) | 1 | 5 | . | -2 | 0 | 2 | -6
O=C1CCC(=O)N1c1ccccc1OS(=O)(=O)c1ccccc1 | 5 | 7 | -4.7 | -4 | 0 | -5 | 1
O=C(COC(=O)/C=C/c1cccc(F)c1)NNC(=O)c1ccccc1 | -7 | 0 | . | 0 | -1 | 11 | .
CC(=O)N1N=C(c2ccc(NS(=O)(=O)c3ccccc3)cc2)CC1c1ccco1 (stereo not drawn) | 3 | -46 | 3.6 | 0 | -2 | 0 | -3
O=C(Nc1ccc(Cl)c(C(F)(F)F)c1)c1ccncc1 | -5 | 4 | 1.5 | -4 | 5 | 1 | -3
Cc1ccccc1OCCC(=O)OCC(=O)N(C)c1c(N)n(Cc2ccccc2)c(=O)[nH]c1=O | 8 | -1 | 0.0 | 0 | 1 | 4 | 2
CCN1C(=O)[C@@H]2[C@@H](c3ccc(-c4ccc(F)cc4)cc3)N3CCCC[C@@]3(C(=O)OC)[C@@H]2C1=O | -2 | 8 | 0.2 | 2 | 0 | -3 | .
COc1ccc(-n2c(Cc3cccn3C)nnc2SCC(=O)NCc2ccc(F)cc2)cc1 | 1 | 9 | . | 4 | -3 | 0 | .
Cc1ccc(-c2cc(C(=O)Nc3ccc(S(=O)(=O)Nc4onc(C)c4C)cc3)c3ccccc3n2)cc1 | 1 | . | -0.2 | -7 | -1 | . | 0
O=C(c1ccccc1)N1N=C(C(F)(F)F)CC1(O)c1ccccc1 (stereo not drawn) | 1 | 6 | . | -3 | -2 | -2 | .
Cc1noc(C)c1NC(=O)N(C)C[C@H]1OCCCC[C@@H](C)Oc2ccc(NS(C)(=O)=O)cc2C(=O)N([C@H](C)CO)C[C@H]1C | . | . | 0.1 | . | 6 | 4 | .
COC(=O)c1cc(NC(=O)COC(=O)C2CCC2)cc(C(=O)OC)c1 | -3 | 1 | 0.1 | 6 | 2 | 0 | -5
O=C(C[C@@H]1C=C[C@@H](NC(=O)C2CCOCC2)[C@H](CO)O1)Nc1ccccc1 | 1 | . | -0.6 | 8 | -9 | . | -1
C[C@@H]1CN([C@@H](C)CO)C(=O)c2cc(NC(=O)c3ccccc3)ccc2O[C@@H](C)CCCCO[C@H]1CN(C)C(=O)CCC(F)(F)F | -1 | . | -0.2 | -1 | 0 | -4 | 4
C[C@@H]1CN([C@H](C)CO)C(=O)c2cc(N(C)C)ccc2O[C@@H](C)CCCCO[C@H]1CN(C)S(=O)(=O)c1cn(C)cn1 | 0 | 10 | 0.0 | -30 | 3 | 1 | -6
O=C(C[C@H]1C[C@H]2c3cc(NC(=O)c4cccnc4)ccc3O[C@H]2[C@H](CO)O1)NCCN1CCCCC1 | 0 | -8 | -0.3 | -10 | 2 | 4 | 5
O=C(Nc1nnc(SCc2c(Cl)cccc2Cl)s1)C1CCCO1 (stereo not drawn) | -1 | 24 | . | -1 | -3 | 1 | -2
O=C(NCC[C@@H]1CC[C@@H](NS(=O)(=O)c2ccc(Cl)cc2)[C@H](CO)O1)c1ccc2c(c1)OCO2 | 5 | 9 | 0.5 | -58 | -3 | -1 | -3
O=C(NCC(F)(F)F)[C@H]1[C@H](CO)[C@H]2Cn3c(cccc3=O)[C@@H]1N2C(=O)C1CCCC1 | -6 | 4 | 0.1 | 0 | 5 | 0 | 2
COc1ccc(NC(=O)N(C)C[C@@H]2OCc3cnnn3CCCC(=O)N([C@@H](C)CO)C[C@@H]2C)c(OC)c1 | -2 | -7 | -0.4 | -1 | 2 | 0 | 2
CC1=C([C@H](O)CCc2ccccc2)[C@H](CO)n2c(=O)n(-c3ccccc3)c(=O)n2C1 | 0 | . | . | -6 | 36* | -2 | -4
CCCc1cc2c(cc1N(C)S(=O)(=O)c1ccccc1)OCO2 | -5 | 3 | -0.2 | -1 | -2 | -4 | 1
CNC[C@H]1OCCCC[C@H](C)Oc2ccc(NS(=O)(=O)c3ccc(Cl)cc3)cc2C(=O)N([C@@H](C)CO)C[C@H]1C | 1 | 2 | -0.2 | -4 | -1 | -1 | -3
O=C(CNS(=O)(=O)c1ccc(Cl)c(C(F)(F)F)c1)NC1CCCCC1 | -4 | -2 | 13 | -5 | ? | -6 | -4
O=C(O)c1ccccc1-c1ccccc1C(=O)Nc1ccc2c(c1)oc(=O)c1ccccc12 | 12 | 0 | 0.0 | -1 | 9 | 4 | .
Nc1ccc(S(=O)(=O)c2ccc(N)nc2)cc1 | 6 | 12 | -2.3 | 6 | 8 | -3 | -4
CCCc1cc(=O)[nH]c2nnc(SCC(=O)NC3CCCCC3)n12 | -10 | -5 | -0.8 | 6 | 1 | 0 | 5
Cc1cc(C(=O)CN2CCC(C)CC2)c(C)n1-c1ccccc1F | 1 | . | . | 3 | -3 | . | -1
COC(=O)NCCOc1cc(C)ccc1C | 2 | 3 | . | -13 | 15 | 1 | 0
Cc1cccc(NC(=O)Cn2cc(C(=O)C3CC3)c3ccccc32)c1 | 5 | -21 | . | -4 | 1 | 0 | -2
COc1ccc(-c2nc3ccccn3c2Cl)cc1 | 1 | -44 | . | -2 | 1 | -5 | -11
Cc1ccc(S(=O)(=O)NC(C)C(=O)OCC(=O)Nc2sccc2C(N)=O)cc1 (stereo not drawn) | 7 | 0 | 2.3 | -1 | ? | 4 | .
O=C(N/N=C/c1ccc([N+](=O)[O-])s1)c1ccccc1 | 11 | 2 | . | 1 | 8 | 1 | .
O=S(=O)(NCC(c1ccco1)N1CCc2ccccc2C1)c1ccc(F)cc1 (stereo not drawn) | 1 | -9 | . | -6 | ? | 5 | -2
C[C@H](NC(=O)[C@@H]1CSC2c3ccccc3C(=O)N21)C(=O)NCCc1ccc(F)cc1 (stereo partly drawn) | 0 | 8 | . | 3 | 8 | 1 | -6
COc1ccc(CN2C[C@@H](O)COC[C@H]3O[C@@H](CC(=O)NCc4ccncn4)CC[C@@H]32)cc1 | -5 | -1 | -0.1 | -11 | -2 | 2 | 6
COc1ccc(NC(=O)N(C)C[C@H]2OCCCC[C@H](C)Oc3ccc(NC(=O)NC(C)C)cc3C(=O)N([C@@H](C)CO)C[C@H]2C)cc1 | 3 | . | 0.0 | -4 | -2 | -1 | -1
C=CCNC(=O)[C@@H]1[C@H]2C(=O)O[C@H](c3ccccc3)[C@H](c3ccccc3)N2[C@H](c2ccc(O)cc2)[C@@]12C(=O)Nc1ccc(C#CC3=CCCCC3)cc12 | -2 | . | . | 1 | 12 | -2 | 9
O=C(C[C@@H]1CC[C@H]2[C@@H](COC[C@@H](O)CN2Cc2cccc(Cl)c2)O1)N1CCOCC1 | -3 | 2 | 0.0 | 3 | 90* | -3 | -3
CCc1ccc(NC(=O)CS(=O)CC(=O)N2CCN(c3ccccc3F)CC2)cc1 (stereo not drawn) | 3 | -45 | . | 4 | 4 | -2 | 2
Cc1noc(C)c1NC(=O)Nc1ccc2c(c1)CC(=O)N([C@H](C)CO)C[C@@H](C)[C@H](CN(C)S(=O)(=O)c1c(C)noc1C)O2 | 4 | 17 | -0.1 | -3 | -13 | -36 | 3
CSc1ncc(C(=O)Nc2cccc(Cl)c2C)c(C)n1 | 7 | -4 | 1.0 | 0 | 1 | -6 | -3
CCc1nnc(SCC(=O)Nc2ccc3ccccc3c2)n1N | -4 | -1 | . | -3 | -7 | 1 | -4
Cc1c(C(=O)NCCCN2CCCC2=O)oc2c(Cl)cccc12 | 2 | . | -1.6 | 9 | 5 | . | -1
Cc1cc(N/N=C/c2ccccc2F)nc(NCc2ccccc2)n1 | 3 | -10 | 0.8 | 0 | 5 | . | -4

A portion of the library; rates above refer to the full screens.
